Avidin bead fluor: avidin bead compound fluorescence profile. hit rate 0.38% among 220,000. Avidin beads, compound fluorescence 488/530 nm, flow cytometry; stronger effect = higher value. fluorescence (KMESF) at 10 µM; in the data active means fluorescence above about 47; further: inactives centre near 10
Rab2 wt GTP: changes GTP binding to wildtype dog Rab2A, up or down; hit rate 0.19% among 190,000; P61105; GST-Rab2 wt beads, Bodipy-GTP binding, flow cytometry; GTP binding activity, % at 10 µM;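 active means GTP binding activity at least 20 points away from 100%, either lowered or raised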;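 further: 0% = beads with excess unlabeled GTP and 100% = no-compound control corrected for plate trend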
Rac1 wt modul: alters GTP binding to wildtype human Rac1; P63000; GST-Rac1 beads, fluorescent GTP binding, flow cytometry; actives lie on both sides; 0 = cold GTP competed, 100 = untreated; GTP binding activity (% of control), % at 10 µM; hit rate 0.27% among 190,000; AID 757;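 active means GTP binding activity at least 20 points away from the 100% control level, either lower or higher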
Pf gamet viab: kills late stage P. falciparum gametocytes. P. falciparum stage V gametocytes, ATP luminescence, 24 h. hit rate 0.065% among 150,000. inhibition, % at 10.9 µM;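 active means inhibition above the mean plus 3 SD of compounds within the control limits, set per campaign, cut at about 38% in these data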;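 further: 0% = DMSO wells and 100% = medium only without gametocytes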
Bim-Mcl-1: human Bim-Mcl-1 interaction inhibition | Q07820 | hit rate 0.1% among 190,000 | AID 1009 | Bead-based flow cytometry, Bim peptide-Mcl-1 binding | inhibition, % at 10 µM; in the data active means inhibition above about 40%;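 further: 0% = no compound tracer wells and 100% = peptide blocker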
Target sequence (Q07820 whole entry, looked up): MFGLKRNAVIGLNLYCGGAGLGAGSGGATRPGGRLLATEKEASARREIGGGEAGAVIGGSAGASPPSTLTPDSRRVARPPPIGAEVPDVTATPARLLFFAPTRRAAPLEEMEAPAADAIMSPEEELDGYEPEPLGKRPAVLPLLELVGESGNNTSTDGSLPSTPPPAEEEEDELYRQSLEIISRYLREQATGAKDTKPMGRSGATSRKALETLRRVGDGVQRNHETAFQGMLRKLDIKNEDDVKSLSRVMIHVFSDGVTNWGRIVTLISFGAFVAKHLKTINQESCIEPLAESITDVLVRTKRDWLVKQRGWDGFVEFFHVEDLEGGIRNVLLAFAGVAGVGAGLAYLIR
Rac1 act GTP bind: modulators of GTP binding to human Rac1 activated mutant. GST-Rac1 activated beads, fluorescent GTP binding, flow cytometry; actives lie on both sides; 100% means binding = to untreated wells. percent activity (GTP binding), % at 10 µM. hit rate 0.11% among 190,000. AID 764;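 active means GTP binding at least 20 percentage points away from the 100% baseline, in either direction, so actives lie on both sides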
Mcl1-Noxa inh: Mcl-1/Noxa interaction inhibition; Q07820; TR-FRET Mcl-1/Noxa peptide binding, 2 h; inhibition, % at 21.7 µM; hit rate 1.5% among 220,000; AID 1022;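 active means compounds that cut the protein-peptide binding signal by more than 50% relative to plate controls in a single-dose test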;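 further: His-tagged Mcl-1 with rhodamine Noxa BH3 peptide and terbium anti-His antibody; 0% = Mcl-1 plus Noxa peptide wells and 100% = peptide-only wells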
Cdc42 wt GTP: changes GTP binding to wildtype human Cdc42; GST-Cdc42 beads, Bodipy-GTP binding, flow cytometry; actives lie on both sides; percent activity (GTP binding), % at 10 µM; hit rate 0.2% among 190,000; AID 761;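 active means percent activity GTP binding at least 20 points away from the 100% baseline, either down as inhibitor or up as activator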;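 further: median bead fluorescence of bound Bodipy-FL-GTP at 100 nM; 0% = excess unlabeled GTP control and 100% = no compound control; below 100% means less GTP binding so inhibitor and above means activator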
Target sequence (P60953 whole entry, looked up): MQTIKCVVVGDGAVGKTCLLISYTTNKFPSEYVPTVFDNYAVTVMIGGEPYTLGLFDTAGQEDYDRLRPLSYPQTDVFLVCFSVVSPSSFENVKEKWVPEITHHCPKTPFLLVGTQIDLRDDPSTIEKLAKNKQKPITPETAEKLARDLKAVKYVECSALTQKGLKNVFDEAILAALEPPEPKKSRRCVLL
HRas wt GTP: changes GTP binding to wildtype human HRas | P01112 | GST-Ras wt beads, Bodipy-FL-GTP binding, flow cytometry; actives lie on both sides | GTP binding activity, % at 10 µM | hit rate 0.14% among 190,000 | AID 759;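 active means GTP binding activity at least 20% away from the 100% baseline, either lowered as inhibitor or raised as activator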;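 further: 0% = unlabeled GTP competition control and 100% = no-compound control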
Target sequence (P01112 whole entry, looked up): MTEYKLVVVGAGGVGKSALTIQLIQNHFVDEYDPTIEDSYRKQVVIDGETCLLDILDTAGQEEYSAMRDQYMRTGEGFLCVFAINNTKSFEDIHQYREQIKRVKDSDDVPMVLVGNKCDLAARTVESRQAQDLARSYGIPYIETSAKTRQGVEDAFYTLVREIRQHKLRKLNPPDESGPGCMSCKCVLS
Rab7 wt modul: alters GTP binding to wildtype dog Rab7; hit rate 0.055% among 190,000; GST-Rab7 beads, fluorescent GTP binding, flow cytometry; actives lie on both sides; untreated = 100%, excess cold GTP = 0%; GTP binding activity (percent of control), % at 10 µM;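 active means fluorescent GTP binding to Rab7 beads changed by at least 20 points from the 100% baseline, either direction, mostly lower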;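 further: median green fluorescence of bound Bodipy-FL-GTP per Rab7 bead population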
Mcl1 Bid PPI: Mcl-1/Bid interaction inhibition. Q07820. TR-FRET Mcl-1/Bid-Dy647 peptide binding, 1536-well. inhibition, % at 21.7 µM. hit rate 0.97% among 220,000. AID 1021;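 active means compounds that cut the binding signal by more than half at the single screening dose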;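 further: His-tagged Mcl-1 with europium anti-His antibody binding Bid BH3 peptide; 0% = Mcl-1 plus peptide wells and 100% = peptide-only wells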
Starred values were filed as active, the others as inactive; / = no result given. Rows are unselected; overall some 2.7% were active at least once.

SMILES	Avidin bead fluor	Rab2 wt GTP	Rac1 wt modul	Pf gamet viab	Bim-Mcl-1	Rac1 act GTP bind	Mcl1-Noxa inh	Cdc42 wt GTP	HRas wt GTP	Rab7 wt modul	Mcl1 Bid PPI
COc1ccc(C(C)=O)cc1CSc1nnc(Nc2ccccc2C)s1	2	98	103	3	-4	96	-1	97	98	95	-22
CCc1cccc(N(CC(=O)NCc2ccc(F)cc2)C(=O)c2csnn2)c1	6	96	92	11	-6	94	6	92	94	99	-21
CCCn1c(C)cc(C(=O)COc2ccc(C)nc2[N+](=O)[O-])c1C	12	97	100	/	0	96	9	99	96	97	43
c1ccc(Cn2nnnc2C(c2cccs2)N2CCOCC2)cc1 (centres undefined)	/	102	97	/	2	101	22	98	100	103	14
CCCCN(C(=O)CC(c1ccccc1)c1ccccc1)c1c(N)n(CCC)c(=O)[nH]c1=O	14	98	102	-29	0	96	19	100	97	100	3
CCn1c(C)[n+](Cc2ccccc2)c2ccc(Cl)cc21	8	102	103	-9	0	96	18	100	102	107	-14
Cc1ccc(S(=O)(=O)N2CCCC(C(=O)N(Cc3cccs3)C3CC3)C2)cc1 (centres undefined)	7	103	107	/	16	102	2	106	105	100	12
CN1CCC(=NNC(=O)c2ccc(N(Cc3ccc(Cl)cc3)S(C)(=O)=O)cc2)CC1	17	98	110	16	3	99	8	95	97	99	-11
Cc1nn(CCCC(=O)Nc2sc3c(c2C#N)CCC3)c(C)c1[N+](=O)[O-]	6	107	106	/	-5	101	6	109	108	102	-37
O=C(O)c1cc(=O)cc(C(=O)O)[nH]1	17	95	94	6	-1	93	-6	99	98	95	-11
COCCCn1nnnc1SCC(=O)N1c2ccccc2CC1C (centres undefined)	11	98	102	-4	4	96	-6	97	97	96	-16
CCN(CC)S(=O)(=O)c1ccc(N2CCOCC2)c(NC(=O)c2ccc(C#N)cc2)c1	10	94	99	-1	-2	97	8	98	96	97	-17
C/C(=N\NC(=O)c1nn(C)c(C)c1Br)c1ccc(NC(=O)c2ccccc2F)cc1	7	99	103	4	-3	100	1	101	101	99	19
Nn1c(Cc2cccc3ccccc23)nnc1SCn1nnc2ccccc2c1=O	25	98	100	/	-3	99	6	100	99	97	0
COc1cc(/C=C2\SC(=S)N(CCC(=O)Nc3ccccc3)C2=O)cc(OC)c1OC	12	95	94	9	-3	95	-5	96	93	95	-16
CCOC(=O)C1C(c2ccccc2)NC(=S)NC1(C)O (centres undefined)	8	96	99	-13	-5	95	-10	97	93	93	-35
NC(=O)c1cccnc1Nc1cccc([N+](=O)[O-])c1	10	95	98	-20	-1	94	9	95	96	104	-10
CCOC(=O)C1=C(C)NC(C)=C(C(=O)OCC)C1c1ccc(Br)o1	15	101	105	-13	-6	100	7	101	101	100	-45
COC(=O)C(C(=O)OC)C(C(C)C)C(C(=O)OC)C(=O)OC	9	101	104	/	2	99	4	101	101	104	-4
O=C(NCCc1ccccc1)C1c2ccccc2C(=O)N1Cc1cccs1 (centres undefined)	10	101	108	8	-1	101	-6	103	105	106	-9
CN(C)c1ccc(C(=O)OCC(=O)N2CCOCC2)cc1	9	99	100	-28	-4	96	1	94	99	100	-10
O=C(CSc1ncnc2c1cnn2CCc1ccccc1)Nc1cccc(C(F)(F)F)c1	14	103	103	/	-1	100	10	105	104	99	-6
CC(=O)NS(=O)(=O)c1ccc(NC(=O)/C=C/c2ccccc2Cl)cc1	13	101	96	-2	-2	98	6	99	101	98	14
COc1ccccc1C(=O)Nc1ccc(S(=O)(=O)NC2=NCCCCC2)cc1	22	96	96	-9	0	96	-4	99	95	88	0
CCOC(=O)c1cc2c(=O)n3ccccc3nc2n(CCOC)c1=NC(=O)c1c(-c2c(F)cccc2Cl)noc1C	26	94	102	12	3	93	0	96	95	99	-9
CCOC(=O)N1CCN(C(=O)CSc2nnc(Cc3ccccc3)o2)CC1	24	102	106	/	-4	100	-10	106	103	96	3
Cc1cc(C)c(C)c(C(=O)COC(=O)CNC(=O)CN2C(=O)c3ccccc3C2=O)c1C	1	100	104	/	-2	101	-3	101	100	98	30
O=C(Nc1cccc2ncccc12)c1ccc(Br)c([N+](=O)[O-])c1	13	102	103	2	-4	97	16	99	99	98	12
N=c1c2c3c(sc2ncn1Cc1ccco1)CCCCC3	10	103	104	-16	-8	101	-5	98	100	99	-15
Cc1cccc(C)c1NC(=O)CSc1nnc([C@H](C)NC(=O)OC(C)(C)C)o1	11	103	107	20	0	101	3	104	102	101	-3
CCOC(=O)N1CCN(C(=O)CSc2ccc3nnc(-c4ccncc4)n3n2)CC1	21	97	100	9	1	94	-18	96	97	101	-10
COc1ccc(CC(=O)N(C)C2CCCCC2)cc1S(=O)(=O)N1CCOCC1	26	96	92	6	1	92	0	93	97	101	-15
CC(=O)N1Cc2cc([N+](=O)[O-])ccc2Oc2ccccc21	10	96	93	0	0	92	-17	90	95	96	-7
O=C(Nc1ccc(S(=O)(=O)NCC2CCCO2)cc1)c1ccccc1 (centres undefined)	6	99	99	/	0	95	-10	98	98	96	-51
O=C(c1cccc(Cl)c1)N1CCC(=O)N(C(COCc2cccc(Cl)c2)Cc2ccccc2)CC1 (centres undefined)	10	100	100	24	-2	96	-6	98	101	102	-1
COc1ccc(Oc2ccc3c(C(F)(F)F)cc(C(F)(F)F)nc3n2)cc1	12	98	104	12	-3	99	-1	101	99	100	2

Copied from the listing, 2 compounds:
SMILES	Avidin bead fluor	Rab2 wt GTP	Rac1 wt modul	Pf gamet viab	Bim-Mcl-1	Rac1 act GTP bind	Mcl1-Noxa inh	Cdc42 wt GTP	HRas wt GTP	Rab7 wt modul	Mcl1 Bid PPI
O=C(c1cccc(Cl)c1)N1CCC(=O)N(C(COCc2cccc(Cl)c2)Cc2ccccc2)CC1 (centres undefined)	10	100	100	24	-2	96	-6	98	101	102	-1
COc1ccc(Oc2ccc3c(C(F)(F)F)cc(C(F)(F)F)nc3n2)cc1	12	98	104	12	-3	99	-1	101	99	100	2

The list goes on.
SMILES	Avidin bead fluor	Rab2 wt GTP	Rac1 wt modul	Pf gamet viab	Bim-Mcl-1	Rac1 act GTP bind	Mcl1-Noxa inh	Cdc42 wt GTP	HRas wt GTP	Rab7 wt modul	Mcl1 Bid PPI
O=C(OCC(=O)N1CCc2ccccc21)c1c2c(nc3ccccc13)CCCCC2	16	98	103	14	2	96	-4	98	100	101	-6
COc1ccc(C(=O)NC(=S)Nc2ccc(N3CCCC3)cc2)cc1OC	14	98	100	-13	-6	101	11	98	98	100	-21
Cn1c(N)c(S(=O)(=O)c2ccc(Br)cc2)c2nc3ccccc3nc21	7	93	93	/	2	94	-3	92	93	99	15
O=C(NCC1CCCO1)C1CCN(C2CCN(C(=O)C3CCCCC3)CC2)CC1 (centres undefined)	12	98	96	-18	2	96	0	99	98	102	-43
Cn1c(=O)c2c(nc(SCc3cccnc3)n2Cc2ccc(F)cc2)n(C)c1=O	36	102	102	/	-4	98	4	103	103	106	-10
O=C(CSc1nc2ccccc2o1)NC1CCCC1	9	102	105	-11	3	100	4	99	100	107	-4
Cc1ccc(SCC(=O)NC2CCS(=O)(=O)C2)cc1 (centres undefined)	9	97	100	/	0	95	3	99	96	98	-10
CN(C(=S)Nc1ccc(Oc2ccccc2)cc1)C1CCCCC1	6	100	103	-26	-1	101	17	80	99	96	-63
CN(C)CC#CCOC(c1ccccc1)c1ccccc1	12	97	102	/	0	95	10	99	93	98	-8
Brc1cccc(-c2n[nH]c(-c3ccccc3)n2)c1	30	95	99	0	1	96	16	100	99	93	-4
COc1ccc(N2CCN(Cc3cc(=O)oc4ccc(C)cc34)CC2)cc1	20	100	109	/	-1	103	0	106	103	99	-77
C=CCN(C(=O)Nc1ccc2oc(C)nc2c1)c1ccccc1	14	100	101	23	-2	97	-20	98	98	102	-9
COC(=O)CSC1=C(C#N)C(c2ccc(Cl)cc2)C(C(=O)OC)C(=O)N1 (centres undefined)	13	96	101	-13	-2	96	-5	98	95	98	-23
CCN1CCCC1CNC(=O)CCc1nnc(CCC2CCCCC2)o1 (centres undefined)	10	102	104	14	5	97	8	102	100	104	-38

Grouped by structure, the entries above containing an aryl thioether with sulfur outside any ring.
SMILES	Avidin bead fluor	Rab2 wt GTP	Rac1 wt modul	Pf gamet viab	Bim-Mcl-1	Rac1 act GTP bind	Mcl1-Noxa inh	Cdc42 wt GTP	HRas wt GTP	Rab7 wt modul	Mcl1 Bid PPI
COc1ccc(C(C)=O)cc1CSc1nnc(Nc2ccccc2C)s1	2	98	103	3	-4	96	-1	97	98	95	-22
COCCCn1nnnc1SCC(=O)N1c2ccccc2CC1C (centres undefined)	11	98	102	-4	4	96	-6	97	97	96	-16
Nn1c(Cc2cccc3ccccc23)nnc1SCn1nnc2ccccc2c1=O	25	98	100	/	-3	99	6	100	99	97	0
O=C(CSc1ncnc2c1cnn2CCc1ccccc1)Nc1cccc(C(F)(F)F)c1	14	103	103	/	-1	100	10	105	104	99	-6
CCOC(=O)N1CCN(C(=O)CSc2nnc(Cc3ccccc3)o2)CC1	24	102	106	/	-4	100	-10	106	103	96	3
Cc1cccc(C)c1NC(=O)CSc1nnc([C@H](C)NC(=O)OC(C)(C)C)o1	11	103	107	20	0	101	3	104	102	101	-3
CCOC(=O)N1CCN(C(=O)CSc2ccc3nnc(-c4ccncc4)n3n2)CC1	21	97	100	9	1	94	-18	96	97	101	-10
Cn1c(=O)c2c(nc(SCc3cccnc3)n2Cc2ccc(F)cc2)n(C)c1=O	36	102	102	/	-4	98	4	103	103	106	-10
O=C(CSc1nc2ccccc2o1)NC1CCCC1	9	102	105	-11	3	100	4	99	100	107	-4
Cc1ccc(SCC(=O)NC2CCS(=O)(=O)C2)cc1 (centres undefined)	9	97	100	/	0	95	3	99	96	98	-10

Source: PubChem BioAssay (several laboratories)
